# Screens from PubChem.
# Abeta rescue: qHTS for compounds that reverse cellular toxicity of Amyloid beta (A-beta) peptide in yeast: Primary Screen; yeast expressing A-beta42, growth rescue, OD600, 48 h; response scale: 0% DMSO, 100% iron-clioquinol control; Potency, µM (doses to about 46.1 µM), without a hit: top-dose growth rescue, hits mostly activators; 410,000 tested, 0.063% active; AID 1347071, 2019; also: potency is read from the fitted curve at half-maximal effect; nearly all actives have a fitted effect of over 55% in size
#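 Yeast A-beta toxicity model in growth medium with pinned compounds, 48 h at 30 C; growth read as absorbance at 600 nm. Normalized to FeCl3/clioquinol equimolar mix (positive) and DMSO (negative).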
# aSyn yeast inh: qHTS of alpha-syn Inhibitors; Potency, µM (highest dose often 46.1 µM), for the others: at the highest dose growth rescue (activation), most hits filed as activators; 370,000 tested, 0.14% active; Yeast expressing alpha-synuclein, growth rescue, BacTiter-Glo, 24 h; AID 652106, 2013; also: potency is read from the fitted curve at half-maximal effect; % of control where 0% means no effect; nearly all actives have a fitted effect of over 65% in size
#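 Screening used galactose-induced yeast with toxic alpha-synuclein levels, exposed to compound for 24 hr at 30 deg C. Cell growth, read with BacTiter-Glo luminescence, gave the measured signal.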
# TDP43 rescue: qHTS of TDP-43 Inhibitors; TDP-43 expressing yeast growth rescue, BacTiter-Glo, 24 h; Potency, µM (doses to about 46.1 µM), for the others: top-dose growth rescue (activation), usual class: activators; AID 652104, 2013; 410,000 tested, 1.8% active; also: potency is read from the fitted curve at half-maximal effect; % of control where 0% means no effect; nearly all actives have a fitted effect of over 50% in size
#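 Luminescence from BacTiter-Glo reports growth of TDP-43-expressing yeast after 24 hr at 30 deg C with compound. Cells were raffinose-pregrown to mid-log, then seeded in galactose medium at OD600=0.02.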
# Akt phos inh: HTS Assay for Inhibitors of Akt Phophorylation: Primary Screen. 360,000 tested, 0.32% active. activity change, % for hits at 50 µM. Neuro2A IGF-stimulated pAkt S473 HTRF, 20 min; hits give low values; in the data active = activity change below about -80%; inconclusive = mostly about -51% to -80%; also: % is scaled to controls: 0 for no effect and ±100 for the full control effect
#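 Neuro2A cells in DMEM with 0.5% FBS, overnight at 37 deg C, given compound at single 50 µM final, then IGF (6 nM final) for 20 min at 37 deg C. Lysed; phospho-Akt Ser473 by HTRF after 24 h, 665/615 ratio.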
# PTHR1 ag: qHTS for PTHR1 Agonists: Primary Screen. HEK293 GP2 PTHR1 cells, GloSensor cAMP luminescence, 1 h. Parathyroid hormone/parathyroid hormone-related peptide receptor (Homo sapiens), Q03431. AID 743266, 2014. Potency, µM (top dose mostly 115 µM), for inactives: top-dose activation, usual class: activators. 410,000 tested, 0.075% active; also: potency is read from the fitted curve at half-maximal effect; nearly all actives have a fitted effect of over 55% in size; some results filed as inactive show a strong effect at the top dose; inactives centre near -15; many of its hits are not listed in these tables
# Target sequence (Q03431 whole entry, looked up): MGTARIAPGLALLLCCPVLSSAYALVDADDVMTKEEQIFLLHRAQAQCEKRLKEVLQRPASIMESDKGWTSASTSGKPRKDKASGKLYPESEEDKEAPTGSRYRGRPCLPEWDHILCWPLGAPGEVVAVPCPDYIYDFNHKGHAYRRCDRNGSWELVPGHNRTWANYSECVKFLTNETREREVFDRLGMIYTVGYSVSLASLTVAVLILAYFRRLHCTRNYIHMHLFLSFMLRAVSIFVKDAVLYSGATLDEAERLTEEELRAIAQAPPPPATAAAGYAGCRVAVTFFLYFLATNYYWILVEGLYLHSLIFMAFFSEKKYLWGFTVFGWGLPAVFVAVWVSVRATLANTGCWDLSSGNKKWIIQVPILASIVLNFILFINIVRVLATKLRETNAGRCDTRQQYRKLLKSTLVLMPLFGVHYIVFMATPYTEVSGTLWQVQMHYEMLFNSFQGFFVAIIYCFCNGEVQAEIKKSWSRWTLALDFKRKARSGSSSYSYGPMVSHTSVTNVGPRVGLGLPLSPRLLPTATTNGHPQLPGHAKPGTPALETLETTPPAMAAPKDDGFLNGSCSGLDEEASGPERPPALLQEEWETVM
#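 HEK-293-derived GP2 cells expressing PTHR1 and a GloSensor cAMP reporter, 3,000/well, plated overnight, given luciferin plus IBMX (each 0.5 mM as added) for 1 h at 37 °C, then compound for 1 h at 37 °C. Luminescence was read after 15 min at room temperature.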
# GLP1R cytotox: qHTS of GLP-1 Receptor Inverse Agonists: Cytotox Screen; HEK293 cAMP-luciferase reporter cells, luminescence, 24 h; Potency, µM (series often up to 38.3 µM), without a hit: at the top dose activity change, negative = inhibition, usual class: inhibitors; 410,000 tested, 0.13% active;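 also: loss of luciferase light is scored as toxicity; potency is read from the fitted curve at half-maximal effect; % is scaled to controls: 0 for no effect and ±100 for the full control effect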
#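 A 23 nL compound transfer followed 12 hours of cell culture at 37 deg C; exposure then lasted 24 hr. Luciferase assay detection reagent was dispensed and plates read for luminescence after a 12 min room-temperature wait.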
# GLP1R inv ag: qHTS of GLP-1 Receptor Inverse Agonists (Inhibition Mode). HEK293 GLP-1R CRE-luciferase, luminescence, 24 h; GLP-1R form is constitutively active. AID 624417, 2012. 410,000 tested, 1.6% active. Potency, µM (top dose mostly 38.3 µM), inactives show top-dose activity change, negative = inhibition, actives largely listed as inhibitors; also: potency is read from the fitted curve at half-maximal effect; % is scaled to controls: 0 for no effect and ±100 for the full control effect; nearly all actives have a fitted effect of over 55% in size
# Target sequence (P43220 whole entry, looked up): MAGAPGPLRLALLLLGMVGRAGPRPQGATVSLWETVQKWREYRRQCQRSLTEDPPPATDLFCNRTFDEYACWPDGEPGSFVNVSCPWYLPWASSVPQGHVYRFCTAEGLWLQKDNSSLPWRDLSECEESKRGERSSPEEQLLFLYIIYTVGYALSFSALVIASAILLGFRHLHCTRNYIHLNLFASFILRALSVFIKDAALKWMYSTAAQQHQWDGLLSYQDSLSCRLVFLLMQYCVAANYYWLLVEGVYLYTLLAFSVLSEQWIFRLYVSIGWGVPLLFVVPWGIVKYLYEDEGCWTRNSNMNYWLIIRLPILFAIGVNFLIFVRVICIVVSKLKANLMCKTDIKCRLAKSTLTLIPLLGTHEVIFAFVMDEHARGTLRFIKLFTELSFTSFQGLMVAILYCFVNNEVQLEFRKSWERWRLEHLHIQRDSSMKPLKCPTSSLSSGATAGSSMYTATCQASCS
#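 Seeding at 200 cells/uL, 12 h culture, 24 hr compound treatment, then luciferase reagent and a luminescence read; cells are HEK293 stably expressing a constitutively active GLP-1R plus cAMP-responsive luciferase.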
# Mm-Cpn inhibitor: Inhibitors of TCP-1 ring complex (TRiC) of Methanococcus maripaludis (MmCpn): qHTS. purified Mm-Cpn ATPase, ADP Transcreener TR-FRET. Potency, µM (titrated, usually from 76.9 µM), for the others: at the top dose activity, negative = inhibition, hits mostly inhibitors. 330,000 tested, 0.031% active; also: potency is read from the fitted curve at half-maximal effect; % is scaled to controls: 0 for no effect and ±100 for the full control effect; nearly all actives have a fitted effect of over 80% in size
#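 ATPase turnover read by TR-FRET ADP competition (Eu cryptate antibody/ADP-d2, 665/590 nm): 10uM ATP final, 25nM Mm-CPN final, 30 min 37degC after 10-min compound preincubation, pH 7.4 Tris/KCl/MgCl2/DTT buffer.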
# FUS yeast rescue: qHTS for Suppressors of FUS Proteinopathy: Primary screen using FUS-linked yeast assay; 390,000 tested, 0.24% active; AID 1347120, 2019; S. cerevisiae FUS-expressing, growth rescue, OD600, 24 h; Potency, µM (doses to about 76.6 µM), without a hit: top-dose growth rescue (activation), usual class: activators;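 also: potency is read from the fitted curve at half-maximal effect; plate controls were DMSO vehicle for no effect and reference control for full effect; nearly all actives have a fitted effect of over 55% in size; some results filed as inactive show a strong effect at the top dose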
#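 Yeast FUS proteinopathy model; galactose-induced FUS (2%), starting OD 0.005. Cpds in dilution series, 24hr, 30C, 99% humidity. Abs 600 nm growth. Pos ctrl CP55940 (top 92uM final); neg ctrl DMSO.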
# * = called active by the depositor; i = inactive; ? = inconclusive; / = no result given; & = joins results of further samples; [ ] = another dose, or the depositor's remark. Unless noted, calls follow the shape of the dose curve; as a rule, active = well fitted curve in the direction sought with a large enough effect; inconclusive = small, poorly fitted or top-dose-only effect, or another doubt; inactive = no such curve, though single readings can be large; an effect the other way counts as inactive or inconclusive. This is a subset (hit frequency here may not be typical).
SMILES,Abeta rescue,aSyn yeast inh,TDP43 rescue,Akt phos inh,PTHR1 ag,GLP1R cytotox,GLP1R inv ag,Mm-Cpn inhibitor,FUS yeast rescue
COc1cc(-c2nc3cnccn3c2Nc2ccc(C)cc2)ccc1O,8%,8%,1%,i,-32%[57.5 µM],3%,-21%,-3%,23%
Cc1cc(C)c2c(c1)c(C)cc1nnc(SCC(=O)NCc3ccco3)n12,-9%,0%,-14%,i,-9%,-22%,-25%,-11%,34%
Cc1ccc(S(=O)(=O)Nc2ccc(Oc3cccnc3)nc2)cc1,9%,6%,6%,i,i,-2%,6%,-3%,-3%
COc1ccc2c(c1)c1nc3ccccc3nc1n2CCn1c(=O)oc2ccccc21,-17%,-4%,-31%[inhibitor],i,0.4µM*,3%,-3%,-1%,0%
O=C(NC1CCN(S(=O)(=O)c2ccc(F)cc2)CC1)c1ccc(F)cc1,-2%,1%,21%,i,-1%,10%,10%,-1%,-17%
COc1ccc(S(=O)(=O)NCC(c2ccco2)N2CCN(c3ccc(F)cc3)CC2)cc1 (stereo unspecified),-6%,/,24%,/,i,1%,?,/,26%
N=c1c2c(-c3ccccc3)c(-c3ccccc3)n(Cc3ccco3)c2ncn1CCCO,-15%,2%,-46%[inhibitor],i,i,?,?,0%,32%
NS(=O)(=O)c1ccc(N/C=C\C(=O)c2ccncc2)cc1,-14%,23%,-10%[9.22 µM],i,-35%[inhibitor],-24%[7.66 µM],-20%[7.66 µM],0%,20%
COc1cc(NC(=O)c2cc3c(C)nc4ccccc4c3o2)cc(OC)c1OC,3%,2%,12%,i,-18%,-37%,-16%,0%,23%
Cc1cccc(CSCC(=O)NCc2ccc(S(N)(=O)=O)cc2)c1,18%,2%,0%,i,i,11%[7.66 µM],10%[7.66 µM],-2%,-3%
O=C(NCC(c1ccco1)N1CCN(c2ccc(F)cc2)CC1)C(=O)NC1CCCC1 (stereo unspecified),21%,-4%,13%,i,-34%[inhibitor],4%,-8%,1%,-7%
COC(=O)C[C@@H]1CC[C@H](NS(=O)(=O)c2cccc(F)c2)[C@@H](CO)O1,-2%,-1%,?,i,i,2%,16%,/,-10%
CC(NC(=O)CC12CC3CC(CC(C3)C1)C2)C(=O)O (stereo unspecified),-18%,-7%,-14%,i,i,1%,-8%,1%,18%
C=CCN1C(=O)c2ccc(C(=O)N(CC)CC(=O)Nc3ccc(OC)cc3)cc2C1=O,0%,-1%,-4%,i,-5%,-14%,22%,3%,1%
Cc1onc(-c2ccccc2)c1C(=O)NCC1CCCO1 (stereo unspecified),0%,6%,-7%,i,-4%[57.5 µM],-7%,1%,-1%,-16%
Fc1ccccc1/C=N/Nc1nc2ccccc2o1,3%,1%,11%,i,-48%[inhibitor],1%,16%,-3%,-11%
CSc1ccccc1NC(=O)CN(C)CC(=O)Nc1cccc(Br)c1,-6%,-1%,-4%,i,-16%,-10%,?,-4%,8%
O=C(NCCOc1ccccc1)c1ccccc1NC(=O)C1CCCO1 (stereo unspecified),-13%,-5%,-10%,i,i,1%,?,1%,12%
Cc1ccc(NC(=O)Nc2cccc([N+](=O)[O-])c2)nc1,1%,4%,20%,i,-15%,-4%,24%,-7%,-6%
Cc1ccc(S(=O)(=O)Nc2nc(-c3ccc(F)cc3)cs2)cc1,9%,18%,14%,i,-3%,-5%,-4%,2%,21%
Cc1ccccc1NC(=O)CC(O)(C(F)(F)F)C(F)(F)F,9%,12%,?,i,i,0%,3%,0%,-4%
Nn1c(-c2cccc(O)c2)nnc1-c1cccc(O)c1,0%,2%,10%,i,i,-5%,2%,/,/
CN(C)S(=O)(=O)c1cccc(C(=O)OCC(=O)N2CCCC2=O)c1,-1%,-2%,-4%,i,-9%,0%,-3%,-4%,4%
CCOC(=O)[C@H]1[C@H]2COc3ccc(Cl)cc3[C@@H]2N2C(=O)c3ccc(C)cc3NC(=O)[C@@]12C,-3%,1%,13%,i,i,-3%,?,-1%,-2%
Cc1cccc(-n2c(=O)c3c(c4cc(C)ccc4n3C)n(CC(=O)Nc3ccc(C)cc3C)c2=O)c1,-6%,/,4%,/,-17%,2%,11%,/,14%
Cc1ccccc1NC(=O)c1c(C)nc(SCC(=O)OCc2ccccc2)c(C#N)c1-c1ccc(F)cc1,1%,-3%,-1%,i,i,11%[1.53 µM],?,-27%,21%
C=CCN(c1ccccc1OC)S(=O)(=O)c1cccc(C(=O)NC2=NCCS2)c1,0%,-53%[inhibitor],-54%[inhibitor],i,-25%,-2%,?,-2%,12%
Cn1c(=O)c2c(ncn2CC(=O)N/N=C/C=C\c2ccccc2[N+](=O)[O-])n(C)c1=O,7%,0%,-4%,i,i,-10%,4%,1%,8%
COc1ccc(S(=O)(=O)Nc2cccc(NC(C)=O)c2)cc1,-3%,-12%,-27%,i,-29%[57.5 µM],3%,-1%,0%,13%
Cc1ccc(S(=O)(=O)NC(=O)c2cccc(C)c2)cc1,19%,13%,?,i,i,-5%,9%,2%,-5%
Cn1ncc([N+](=O)[O-])c1C(=O)Nc1ccc2c(c1)OCCO2,-12%,1%,19%,i,i,-15%,-20%,-1%,26%
CCOc1ccc(NC(=O)CCCCCN2C(=O)[C@@H]3Cc4ccccc4CN3C2=O)cc1,3%,4%,29%,i,-11%,-26%,-17%,1%,-3%
CCOCCCNC(=O)C1CCN(S(=O)(=O)N(CC(C)C)CC(C)C)CC1,-5%,13%,-3%,i,i,1%,2%,3%,26%
Cc1cc(=O)cc(C)n1-c1ccccc1N,1%,1%,2%,i,-18%,2%,5%,2%,-24%
Cn1nccc1NC(=O)Nc1ccc(OC(F)(F)F)cc1,7%,-1%,-19%[1.82 µM],i,-10%,-1%,?,0%,-2%
COc1ccc(S(=O)(=O)Nc2ccccc2)cc1OC,8%,2%,18%,i,-17%[57.5 µM],-23%,2%,1%,14%
CCOC(=O)c1cc(-c2ccc(OC)cc2OC)nn1-c1ccc(C(=O)O)cc1,-3%,-2%,-11%,i,i,-2%,-9%,0%,-4%
CCOc1ccc(-n2c(=O)c3c4c(sc3n(CC(=O)NCCCOC)c2=O)CCCCC4)cc1,4%&4%,4%,-7%&12%,i,8%,1%&1%,3%&7%,-5%,-3%&-16%
Cc1ccc(S(=O)(=O)N2CCOCC2)cc1C(=O)Nc1ccccc1F,8%,5%,-2%,i,i,12%,1%,-3%,/
COc1ccc(CNC(=O)CCNS(=O)(=O)c2ccc(NC(C)=O)cc2)cc1OC,-6%,-3%,4%,i,-3%,0%,7%,0%,6%
C/C(=N\NC(=O)c1cc(C2CC2)nc2ccccc12)c1ccc(C)s1,15%,-8%,4%,i,i,?,-20%,0%,19%
CCOC(=O)c1c(C)[nH]c(C)c1C(=O)COC(=O)c1ccc(OC)cc1,-7%,-2%,8%,i,-77%[inhibitor],22%,-24%,1%,23%
CC(C)(C)OC(=O)N1CCC(C(=O)Nc2ccc(C(=O)N3CCCC3)cc2)CC1,-18%,0%,8%,i,i,2%,6%,/,-4%
COc1ccc2c(C)c(CCC(=O)NCc3ccc(OC)c(OC)c3)c(=O)oc2c1,-2%,/,6%,/,i,-6%,2%,/,-1%
C[C@H](NC(=O)OCc1ccccc1)c1nnc([C@H](Cc2ccccc2)NC(=O)OC(C)(C)C)o1,7%,-2%,13%,i,-18%,4%,?,2%,42%
O=C(NCCO)c1scc2c1OCCO2,6%,2%,-15%,i,i,-3%,-16%,3%,-18%
CC(=O)Nc1ccc(-c2ccc(NC(C)=O)c(O)c2)cc1O,0%,2%,-3%,i,5%,2%,13%,2%,?
CC1CCCC(C)N1C(=S)NCc1ccco1 (stereo unspecified),-16%,0%,2%,i,-14%,-2%,-9%,0%,38%
O=C(C1=C[C@@H](C2CC2)C[C@@H](OCCCCO)O1)N1CCN(Cc2ccccc2)CC1,-6%,2%,11%,i,i,16%,1%,/,-20%
O=C(NCc1ccccc1)C1CCN(C(=O)c2cnn(-c3ccccc3)c2-n2cccc2)CC1,-8%,/,18%,/,7%,4%,12%,/,17%
# (listing goes on)
SMILES,Abeta rescue,aSyn yeast inh,TDP43 rescue,Akt phos inh,PTHR1 ag,GLP1R cytotox,GLP1R inv ag,Mm-Cpn inhibitor,FUS yeast rescue
CCOc1cc(-c2nc(-c3ccc(-c4ccc(OC)cc4)nc3OC)no2)cc(OCC)c1OCC,0%,/,14%,/,16%,-7%,17%,/,1%
O=C(COC(=O)CC1Sc2ccccc2NC1=O)NCc1ccccc1 (stereo unspecified),-12%,3%,-24%,i,i,15%,22%,1%,12%
N/C(CCS(=O)(=O)c1ccc(Cl)cc1)=N\OC(=O)c1ccccc1Cl,-30%,10%,26%,i,-7%,?,?,1%,4%
CCN1CCCC1CNS(=O)(=O)c1ccc(Br)cc1 (stereo unspecified),-5%,1%,6%,i,i,-6%,-20%,1%,-16%

# Records listed so far printed as active in PTHR1 ag.
SMILES,Akt phos inh,PTHR1 ag,Mm-Cpn inhibitor,FUS yeast rescue
COc1ccc2c(c1)c1nc3ccccc3nc1n2CCn1c(=O)oc2ccccc21,i,0.4µM*,-1%,0%
